Assay outcomes: PubChem, Broad Institute
NSD2 inh: NSD2 (human) methyltransferase inhibition | O96028 | inhibition, % at 12.5 µM | actives 0.54% (n = 310,000) | NSD2 peptide methylation, AlphaScreen, 120 min; in the data active = inhibition above about 50%
Target sequence (O96028 whole entry, looked up): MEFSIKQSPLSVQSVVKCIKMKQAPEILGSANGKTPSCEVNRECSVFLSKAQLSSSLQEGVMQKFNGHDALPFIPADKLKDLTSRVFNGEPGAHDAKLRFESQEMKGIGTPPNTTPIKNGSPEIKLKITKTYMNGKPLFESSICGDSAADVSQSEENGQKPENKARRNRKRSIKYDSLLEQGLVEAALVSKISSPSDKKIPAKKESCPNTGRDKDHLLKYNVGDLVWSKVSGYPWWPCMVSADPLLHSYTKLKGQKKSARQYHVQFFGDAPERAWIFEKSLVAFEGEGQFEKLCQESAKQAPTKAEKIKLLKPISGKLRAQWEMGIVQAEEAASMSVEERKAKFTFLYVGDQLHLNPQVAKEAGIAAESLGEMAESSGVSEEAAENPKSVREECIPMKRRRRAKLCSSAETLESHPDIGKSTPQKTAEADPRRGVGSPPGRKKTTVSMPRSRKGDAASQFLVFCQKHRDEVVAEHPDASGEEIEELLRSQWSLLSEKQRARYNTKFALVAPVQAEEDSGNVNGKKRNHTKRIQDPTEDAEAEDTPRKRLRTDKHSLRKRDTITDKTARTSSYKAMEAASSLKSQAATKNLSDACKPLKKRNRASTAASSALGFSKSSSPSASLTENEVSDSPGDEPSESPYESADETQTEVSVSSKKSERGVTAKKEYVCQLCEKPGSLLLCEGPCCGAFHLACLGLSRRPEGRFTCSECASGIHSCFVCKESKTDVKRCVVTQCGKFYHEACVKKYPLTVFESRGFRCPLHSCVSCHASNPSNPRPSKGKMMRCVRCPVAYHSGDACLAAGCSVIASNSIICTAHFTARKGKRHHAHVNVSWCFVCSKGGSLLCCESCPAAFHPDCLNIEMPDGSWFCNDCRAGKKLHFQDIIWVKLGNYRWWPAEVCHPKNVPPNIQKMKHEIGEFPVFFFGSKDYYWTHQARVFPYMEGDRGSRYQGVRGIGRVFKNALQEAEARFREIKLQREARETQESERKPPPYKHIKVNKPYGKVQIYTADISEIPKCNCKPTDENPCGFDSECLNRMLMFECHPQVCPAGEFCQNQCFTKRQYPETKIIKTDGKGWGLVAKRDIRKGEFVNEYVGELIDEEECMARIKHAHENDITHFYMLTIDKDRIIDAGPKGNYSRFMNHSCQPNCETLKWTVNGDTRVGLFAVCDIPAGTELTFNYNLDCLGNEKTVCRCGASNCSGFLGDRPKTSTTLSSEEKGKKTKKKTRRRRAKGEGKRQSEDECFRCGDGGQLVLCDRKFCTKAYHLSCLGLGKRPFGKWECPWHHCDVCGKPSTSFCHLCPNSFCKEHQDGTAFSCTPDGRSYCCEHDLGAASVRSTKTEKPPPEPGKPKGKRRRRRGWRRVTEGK
The depositor's hits bear a star. These rows are one share of the data; rates above refer to the full screens.

The opening two entries (preview)
NSD2 inh | Compound
-1.4 | COc1cccc(NC(=O)C2(C)CCN2CCc2ccccc2)c1 (stereo unspecified)
-1.1 | COc1ccc(C(=O)N2CCC(C)(C(=O)O)C2)c(OC)c1 (stereo unspecified)

The listing (from the top)
NSD2 inh | Compound
-1.4 | COc1cccc(NC(=O)C2(C)CCN2CCc2ccccc2)c1 (stereo unspecified)
-1.1 | COc1ccc(C(=O)N2CCC(C)(C(=O)O)C2)c(OC)c1 (stereo unspecified)
7.7 | CN(C)CCNc1nc(-c2ccccc2CO)c2sccc2n1
-1.0 | COCCCNC(=O)c1cccc2c(-c3ccc(OC)cc3C)coc12
-1.5 | O=C(NCc1ccccc1)c1cc(C2CCCCN2C(=O)OCCF)on1 (stereo unspecified)
-5.7 | Cc1nn(CCC(=O)NNC(=O)Nc2ccccc2F)c(C)c1[N+](=O)[O-]
1.0 | COc1cccc(N2CCN(C(=O)c3ccc4nc(N5CCC(C)CC5)sc4c3)CC2)c1
-1.1 | CCOC(=O)C1(C)CCN1C(=O)c1ccc2ccccc2c1 (stereo unspecified)
-5.4 | COc1cccc(CNc2nc3cc(-c4cscc4C)sc3c(=O)n2C)c1
1.8 | Cc1ccnc(NC(=O)c2ccc(Cl)c(NC(=O)CCc3ccccc3)c2)c1
3.9 | CSc1ccc(OC2(C)CCN(Cc3ccc(-c4ccccn4)cc3)C2)cc1 (stereo unspecified)
2.4 | Cc1ccc(-n2c(SCc3c(Cl)cccc3Cl)nnc2-c2ccco2)cc1
1.5 | CCCCCCc1nc2ccccc2c(=O)n1NC(=O)c1c(O)c2cccc3c2n(c1=O)CCC3
0.4 | CC(=O)c1ccc(-c2cccc3nccn23)cc1
-2.5 | CCOC(=O)/C(C#N)=C/c1cc(C)n(-c2ccc(Br)cc2)c1C
-1.7 | COc1cc(NC(=O)CSCC(=O)Nc2cc(OC)cc(OC)c2)cc(OC)c1
-3.0 | COc1ccc2cc(-c3cn(C(=O)N(c4ccccc4)c4ccccc4)nn3)ccc2c1
2.2 | Cn1cccc1C(=O)N1CCN(S(=O)(=O)c2ccc(F)cc2)CC1
10.9 | CN(C)Cc1csc(Nc2ccc(C(F)(F)F)cn2)n1
-0.7 | CC(=O)OC[C@@H]1CN(Cc2ccccc2)C[C@H](n2cnc3c(N4CCOCC4)ncnc32)O1
1.7 | Cc1cccc(NC(=O)CSc2nnc(-c3cccnc3)n2Cc2ccco2)c1C
1.0 | CCc1nc2c(OCc3ccc(F)cc3)cccn2c1N(C)C(=O)COc1ccccc1
1.4 | COc1ccc(NC(=O)C2(C)CCN2C(=O)c2ccccc2CCc2ccccc2)cc1OC (stereo unspecified)
0.3 | Cc1ccc(C)c(NC(=O)c2cccc3c2-c2ccccc2C3=O)c1
-4.0 | CC1(C(=O)NS(=O)(=O)c2ccc(Cl)cc2)CCN1C(=O)CC1CC1 (stereo unspecified)
1.4 | CCCNC(=O)c1cc(C2CCCCN2C(=O)c2ccc3ccccc3c2)on1 (stereo unspecified)
-8.7 | Cc1cc(C)nc(/N=C2\NC(=O)CC(C(=O)O)N2c2ccc(F)c(Cl)c2)n1 (stereo unspecified)
-0.3 | CCc1nc2c(OCCOc3ccc(F)cc3)cccn2c1N(C=O)Cc1ccc(OC)cc1
-0.9 | Cc1ccc(C2=NN(CCC(=O)NCCC(C)C)C(=O)CC2)cc1
-0.9 | CC1(C)CC(=O)C=C(Nc2ccccc2NC(=O)c2ccc(F)cc2F)C1
10.1 | Cc1ccc(S(=O)(=O)/C=C2\OCc3ccccc32)cc1
0.3 | CCCNC(=O)c1cc(C2CCCCN2C(=O)c2ccc(NC(C)=O)cc2)on1 (stereo unspecified)
28.0 | O=C(O)c1cccc(-c2csc(C(O)c3ccc(F)cc3)n2)c1 (stereo unspecified)
-7.1 | CC(=O)NC(c1ccccc1)c1nc(-c2cc(F)cc(F)c2)cs1 (stereo unspecified)
-3.3 | C/C(=N\NC(=O)CNC(=O)C(c1ccccc1)c1ccccc1)c1ccc(C)cc1
-1.6 | Cc1ccc(F)cc1C(=O)N1CCCC(c2cc(C(=O)Nc3ccccc3Cl)no2)C1 (stereo unspecified)
-4.0 | CC(=O)Nc1cccc(-c2ccnc3c2CC(C)(C(=O)NCC2CC2)O3)c1 (stereo unspecified)
3.7 | CCCN1CCC(C)(C(=O)Nc2ccccc2Oc2ccccc2)C1 (stereo unspecified)
14.0 | CCc1nc2ccc(C(=O)N(CC)CCN(C)C)cn2c1N(C)C(=O)C1CCCCC1
2.2 | COc1ccc(OC)c(NC(=O)C2(C)CCN2Cc2cccc(OC)c2F)c1 (stereo unspecified)
0.4 | COc1ccc(NC(=O)C2Cc3c(-c4ccc(NC(C)=O)cc4)ccnc3O2)cn1 (stereo unspecified)
1.6 | CC(=O)Nc1ccc(NC(=O)C2(C)Cc3c(-c4cccc(C(F)(F)F)c4)ccnc3O2)cc1 (stereo unspecified)
0.6 | OC(c1ccc(Cl)c(Cl)c1)c1ncc(-c2ccccc2C(F)(F)F)[nH]1 (stereo unspecified)
-1.9 | COc1ccc(-c2csc(C(O)(c3ccccc3)C(F)(F)F)n2)cn1 (stereo unspecified)
-2.5 | O=C(NCC1CCN(C(=O)C(=O)c2cccs2)CC1)c1ccncc1
-1.0 | OC[C@@H]1CN(Cc2cccnc2)C[C@H](n2cnc3c(N4CCOCC4)ncnc32)O1
-1.4 | Nc1[nH]c(C(=O)c2ccccc2)c(-c2ccc(Cl)cc2F)c1C(=O)NCCc1c[nH]c2ccccc12
-1.6 | NC(Cc1ccc(C(F)(F)F)cc1)c1csc(Nc2ccc(C(=O)NCCCO)cn2)n1 (stereo unspecified)
0.6 | COc1ccc(SSc2ccc(OC)cc2C(=O)O)c(C(=O)O)c1
-4.5 | CC1Sc2ccccc2N(Cc2ccccc2)C1=O (stereo unspecified)
1.5 | O=C(Nc1c(-c2cccs2)nc2ccccn12)c1ccc2ccccc2c1
0.3 | O=C(C1CCCN1S(=O)(=O)c1cccc2ccccc12)N1CCN(c2ccccc2)CC1 (stereo unspecified)
-1.9 | CCOC(=O)C1=CCN(S(=O)(=O)c2ccc(F)cc2)C1c1ccc(F)cc1 (stereo unspecified)
-1.3 | CC(C)(C)c1ccc(-c2nnc3sc(COc4ccccc4)nn23)cc1
-1.0 | COc1ccccc1CNc1nc(Nc2ccc(C)cc2C)c2sccc2n1
11.6 | COc1cccc(CN(C)C(=O)[C@H]2O[C@@H](n3cnc4c(=O)[nH]c(N)nc43)[C@H](O)[C@@H]2O)c1
-0.3 | CCCCN1C(=O)C(CC(=O)NCCc2ccccn2)CC(C(=O)N2CCCCCC2)=C1C (stereo unspecified)
5.4 | COc1cccc(C(O)c2nc(-c3cc4ccccc4o3)cs2)c1 (stereo unspecified)
-1.0 | O=C(NCCO)c1cccc(-c2cccc3nccn23)c1
0.3 | N#Cc1cccc(C(=O)NCC2CCN(C(=O)C(=O)c3cc4ccccc4o3)CC2)c1

(listing goes on)
NSD2 inh | Compound
-0.7 | CCCn1c(SCC(=O)N2CCCCC2)nnc1-c1ccccn1
-1.1 | CCCNC(=O)C1(C)CCCN(C(=O)c2ccccc2OC)C1 (stereo unspecified)
-0.1 | CCCn1c(=O)c2ccccc2n2c(SCC(=O)c3cc(C)n(CC4CCCO4)c3C)nnc12 (stereo unspecified)
1.5 | O=C(N=C1c2ccccc2CN1c1cccc(S(=O)(=O)N2CCOCC2)c1)c1ccccc1
14.3 | CSCCC(C(=O)NCc1ccccc1)n1c(C2CCN(C(C)=O)CC2)nc2ccccc21 (stereo unspecified)
-2.0 | COCCNC(=O)C1CCCN(C(=O)c2nc(C)oc2C)CC1 (stereo unspecified)
6.6 | S=c1[nH]cc(Oc2ccc(Cl)cc2Cl)c(=S)[nH]1
8.3 | COc1cccc(-c2cnc(C(O)c3ccc(F)c(C)c3)[nH]2)c1 (stereo unspecified)
0.3 | CCc1nc2c(OCc3ccc4c(c3)OCO4)cccn2c1N(C=O)Cc1ccccc1
-3.5 | CCN(CC)C(=O)CNc1nnnn1-c1ccccc1
-1.0 | CCc1nc2ccc(C(=O)NCCCN3CCCC3=O)cn2c1N(CC)CCOC
5.1 | CC(C)CCN(C)C1CCN(C(=O)NCc2ccccc2)CC1

17 consecutive compounds already listed:
NSD2 inh | Compound
11.6 | COc1cccc(CN(C)C(=O)[C@H]2O[C@@H](n3cnc4c(=O)[nH]c(N)nc43)[C@H](O)[C@@H]2O)c1
-0.3 | CCCCN1C(=O)C(CC(=O)NCCc2ccccn2)CC(C(=O)N2CCCCCC2)=C1C (stereo unspecified)
5.4 | COc1cccc(C(O)c2nc(-c3cc4ccccc4o3)cs2)c1 (stereo unspecified)
-1.0 | O=C(NCCO)c1cccc(-c2cccc3nccn23)c1
0.3 | N#Cc1cccc(C(=O)NCC2CCN(C(=O)C(=O)c3cc4ccccc4o3)CC2)c1
-0.7 | CCCn1c(SCC(=O)N2CCCCC2)nnc1-c1ccccn1
-1.1 | CCCNC(=O)C1(C)CCCN(C(=O)c2ccccc2OC)C1 (stereo unspecified)
-0.1 | CCCn1c(=O)c2ccccc2n2c(SCC(=O)c3cc(C)n(CC4CCCO4)c3C)nnc12 (stereo unspecified)
1.5 | O=C(N=C1c2ccccc2CN1c1cccc(S(=O)(=O)N2CCOCC2)c1)c1ccccc1
14.3 | CSCCC(C(=O)NCc1ccccc1)n1c(C2CCN(C(C)=O)CC2)nc2ccccc21 (stereo unspecified)
-2.0 | COCCNC(=O)C1CCCN(C(=O)c2nc(C)oc2C)CC1 (stereo unspecified)
6.6 | S=c1[nH]cc(Oc2ccc(Cl)cc2Cl)c(=S)[nH]1
8.3 | COc1cccc(-c2cnc(C(O)c3ccc(F)c(C)c3)[nH]2)c1 (stereo unspecified)
0.3 | CCc1nc2c(OCc3ccc4c(c3)OCO4)cccn2c1N(C=O)Cc1ccccc1
-3.5 | CCN(CC)C(=O)CNc1nnnn1-c1ccccc1
-1.0 | CCc1nc2ccc(C(=O)NCCCN3CCCC3=O)cn2c1N(CC)CCOC
5.1 | CC(C)CCN(C)C1CCN(C(=O)NCc2ccccc2)CC1

The results go on:
NSD2 inh | Compound
-0.5 | COc1ccc(C(=O)NCC(O)COc2ccc(C(C)(C)C)cc2)cc1[N+](=O)[O-] (stereo unspecified)
-5.2 | Cc1nn(CC(=O)NCCCN2CCCC2=O)c(C)c1[N+](=O)[O-]
0.5 | C=CCn1c(SCc2c(Cl)cccc2Cl)nnc1-c1cccc(C)c1
-1.6 | Cc1ccc2cc(C#N)c(SCC(=O)Nc3ccc4sc(C)nc4c3)nc2c1
-6.7 | Cc1cccc(S(=O)(=O)NC(=O)C2(C)CCN2C(=O)CC2CCCCC2)c1 (stereo unspecified)
-2.9 | CN(c1c2c(nc3ncnn13)CCCC2)C1CCCCC1
-2.6 | NC(Cc1ccc(F)cc1)c1csc(Nc2cc(Oc3ccccc3)ncn2)n1 (stereo unspecified)
-1.5 | CCNC(=O)C1(C)CCCN(C(=O)C2(c3ccc(Cl)cc3)CCCC2)C1 (stereo unspecified)
-0.9 | CC(=O)c1ccc(Nc2nc(C(N)Cc3ccc(Cl)cc3)cs2)cc1 (stereo unspecified)
0.9 | CCOC(=O)C1(C)CCCN(C(=O)c2c(-c3ccccc3)noc2C)C1 (stereo unspecified)
-5.5 | Cc1cccc(S(=O)(=O)NC(=O)C2(C)CCN2C(=O)c2cccc(F)c2)c1 (stereo unspecified)
20.7 | COc1cc(C(O)c2nc(/C=C/c3ccc(C(F)(F)F)cc3)cs2)ccc1F (stereo unspecified)
3.2 | CC(=O)Nc1cc(-c2ccc(S(C)(=O)=O)cc2)cn2c(-c3ccc(F)c(Cl)c3)cnc12
-1.5 | COCCNC(=O)C1(C)CCN(C(=O)c2nc(C)oc2C)C1 (stereo unspecified)
0.9 | Cc1ccccc1NC(=O)CN1CCN(c2nc(-c3ccccc3)cs2)CC1
-2.2 | COCCNC(=O)C1(C)CCCN(C(=O)c2ccccc2F)C1 (stereo unspecified)
4.4 | CCCOc1ccc(S(=O)(=O)N2C(=O)CC(=O)N(Cc3ccc(OCC)cc3)C2=O)cc1
1.7 | CCC[C@H]1[C@@H](N(C)Cc2cccs2)CC[C@@]23CCCN2C(=O)CCC[C@@H]13
-0.7 | Cc1cc(C)nc(SCC(=O)Nc2ncccn2)n1
-3.4 | O=C(NCc1cc(Cl)cc(Cl)c1)c1csc([C@@H]2O[C@H](CO)[C@H](O)[C@H](O)[C@H]2O)n1
-0.7 | CCC(=O)Nc1ccc(C(=O)Cn2nc(C(=O)O)c3ccccc3c2=O)cc1
1.7 | CCOc1ccc(-n2c(SCC(=O)Nc3cc(C)c(NC(=O)c4ccccc4)cc3OC)nnc2-c2cccc(Cl)c2)cc1
9.1 | C=C(C)Cn1c(SCC(=O)N/N=C(\C)c2ccc(Br)cc2)nnc1-c1ccc(Br)cc1
-0.7 | O=C(Nc1cccc(C(F)(F)F)c1)c1ccc2sc([C@@H]3O[C@H](CO)[C@H](O)[C@H](O)[C@H]3O)nc2c1
-4.0 | COc1cccc(CNc2nc3cc(-c4csc5ccccc45)sc3c(=O)n2C)c1
-2.7 | CC(C)NC(=O)C1(C)CSCC(=O)N1CCCN1CCOCC1 (stereo unspecified)
-2.5 | CC(C)NC(=O)c1cc(C2CCCCN2C(=O)CCCc2ccccc2)on1 (stereo unspecified)
0.2 | CC(C)C(=O)N1CCC1(C)C(=O)NCc1ccc(F)cc1Cl (stereo unspecified)
0.1 | CC1(C(=O)NCCc2c[nH]c3ccccc23)CCN1Cc1csc2ccccc12 (stereo unspecified)
0.3 | CCOC(=O)C1(C)CCCN(C(=O)COc2ccccc2)C1 (stereo unspecified)
-0.8 | CCCCN(C)C(=O)CSc1nnc(-c2cccnc2)n1C1CCCCC1
-0.9 | COc1ccc(OC)c(S(=O)(=O)N(CC(=O)NC2CCC(C)CC2)c2cc(C)cc(C)c2)c1 (stereo unspecified)
-7.6 | O=C(NCCCN1CCCC1=O)c1ccc2c(=O)n(-c3ccc(F)cc3)c(=S)[nH]c2c1
2.1 | CCc1nc2c(OCCc3cccc(OC)c3)cccn2c1N(C)C(=O)c1cccs1
-1.8 | CCOC(=O)C1=C(C(=O)OCC)C2N(Cc3ccc(Br)cc3)c3ccccc3[C@@]23C[C@@H](C(=O)OC)N(S(=O)(=O)c2ccc(C(F)(F)F)cc2)C3=N1 (stereo partly specified)
0.3 | CCOc1ccc(-n2c(SCC(=O)Nc3ccccc3CC)nc3n[nH]c(C)c3c2=N)cc1
1.0 | CCc1nc2c(OCc3ccc(C(F)(F)F)cc3)cccn2c1N(C=O)Cc1ccc(OC)cc1
-3.3 | NC(Cc1ccc(Cl)cc1)c1csc(Nc2ccc(C(F)(F)F)cn2)n1 (stereo unspecified)
26.8 | CNc1cnc(-c2ccccc2OC)cn1
